Neddyl block = inhibitors of human cullin neddylation; TR-FRET cullin neddylation, biochemical; calls only at 25 µM; 360,000 tested, 0.58% active; AID 651699; in the data active means inhibition above about 36%
CendR NRP1 mod = alters CendR peptide binding to human NRP-1 | inhibition, % at 25 µM | AID 602438 | FAM-RPARPAR peptide binding to NRP-1, fluorescence polarization | 360,000 tested, 0.85% active | O14786;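 active means inhibition or corrected inhibition above about 18%, plus a signal ratio from 0.5 to 1.5, limit read from the data, passing the limit was not always enough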; further: strong numbers were not always called active
Target sequence (O14786 whole entry, looked up): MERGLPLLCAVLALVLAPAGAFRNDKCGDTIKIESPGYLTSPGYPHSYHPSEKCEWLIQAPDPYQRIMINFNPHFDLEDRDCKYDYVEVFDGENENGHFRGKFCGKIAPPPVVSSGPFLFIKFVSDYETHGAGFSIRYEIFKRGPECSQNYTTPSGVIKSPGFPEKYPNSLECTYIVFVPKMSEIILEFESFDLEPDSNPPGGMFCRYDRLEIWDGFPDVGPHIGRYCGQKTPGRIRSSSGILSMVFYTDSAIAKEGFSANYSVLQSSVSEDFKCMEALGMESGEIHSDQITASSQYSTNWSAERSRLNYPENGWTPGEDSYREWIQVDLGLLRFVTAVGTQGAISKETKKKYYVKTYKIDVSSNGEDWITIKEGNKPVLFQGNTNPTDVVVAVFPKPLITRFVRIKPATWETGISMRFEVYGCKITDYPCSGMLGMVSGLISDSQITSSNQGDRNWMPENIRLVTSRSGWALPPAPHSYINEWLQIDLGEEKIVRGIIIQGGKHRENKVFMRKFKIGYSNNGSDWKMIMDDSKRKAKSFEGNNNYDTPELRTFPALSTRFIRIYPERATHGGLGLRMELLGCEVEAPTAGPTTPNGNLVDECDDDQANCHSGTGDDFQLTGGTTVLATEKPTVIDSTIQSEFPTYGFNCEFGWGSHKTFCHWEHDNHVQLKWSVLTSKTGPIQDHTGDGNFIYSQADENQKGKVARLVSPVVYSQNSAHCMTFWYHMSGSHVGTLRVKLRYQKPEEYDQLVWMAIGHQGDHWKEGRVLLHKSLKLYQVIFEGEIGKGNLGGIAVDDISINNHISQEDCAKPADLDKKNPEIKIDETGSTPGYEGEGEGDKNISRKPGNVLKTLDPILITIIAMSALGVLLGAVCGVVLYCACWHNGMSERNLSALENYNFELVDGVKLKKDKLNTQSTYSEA
SKN-1 block = C. elegans SKN-1 inhibition; C. elegans VP596 Pgst-4::GFP/RFP ratio, acrylamide-induced, 24 h; inhibition, % at 21.8 µM; 360,000 tested, 0.49% active;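 active means interference check ratio from 0.5 to 1.5 plus GFP to RFP signal ratio inhibition reaching or exceeding a fixed threshold, cut at about 30% in these data, passing the limit was not always enough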; further: some compounds called inactive have numbers as strong as hits
LMPTP block = blocks human LMPTP phosphatase. recombinant LMPTP-A, OMFP fluorogenic substrate, fluorescence intensity. AID 651560. 360,000 tested, 0.22% active. inhibition, % at 20 µM. P24666;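 active means compounds that cut the enzyme signal by at least half of the control window in the single-dose screen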;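 further: plate controls were DMSO wells with enzyme plus substrate for no effect and substrate without enzyme for full effect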
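Test system: LMPTP-A phosphatase enzyme. Amount: LMPTP-A at 0.625 nM final in the reaction. Reagent: OMFP substrate, 400 µM final. Times: 50 min at room temperature. Signal: endpoint fluorescence intensity from OMFP dephosphorylation. Read-out basis: % inhibition. Benchmarks: no-enzyme and uninhibited controls.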
SUMO1-SIM PPI = SUMO1-SIM interaction modulation. P63165. SUMO1 binding to a labelled peptide, TR-FRET, 1 h. inhibition, % at 20 µM. 360,000 tested, 0.33% active. AID 602429; in the data active means inhibition above about 37%
Target sequence (P63165 whole entry, looked up): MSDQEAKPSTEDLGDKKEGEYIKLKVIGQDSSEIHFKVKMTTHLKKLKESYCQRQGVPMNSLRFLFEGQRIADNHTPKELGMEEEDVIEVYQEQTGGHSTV
TbMetRS inhib = blocks T. brucei methionyl-tRNA synthetase activity. AID 624268. purified T. brucei MetRS, ATP depletion, Kinase-Glo luminescence. 360,000 tested, 0.4% active. inhibition, % at 11.9 µM;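 active means inhibition above a per-plate cutoff of the control wells' mean inhibition plus 3 SD, cut at about 5.5% in these data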;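 further: 0% = DMSO wells median and 100% = median of wells with control inhibitor compound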
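Material: T. brucei methionyl-tRNA synthetase, purified; reagent: substrates ATP, L-methionine and bulk Escherichia coli tRNA; dosing: 11.9 µM single point; timing: 15 min plus 2 h at 25 °C; detection: luminescence of leftover ATP; evaluation: % inhibition; control set: DMSO-only wells as low control; replicates: singlicate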
DNMT1 block = blocks human DNA methyltransferase DNMT1; P26358; 360,000 tested, 0.83% active; inhibition (reported as % activation of signal), % at 10 µM; DNMT1 molecular beacon, Hinp1I cleavage, fluorescence; in the data active means inhibition above about 50%
STEP inh = STEP (human) phosphatase inhibition. P54829. recombinant STEP, OMFP fluorogenic substrate, fluorescence. inhibition, % at 20 µM. 360,000 tested, 0.25% active. AID 588621;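 active means inhibition at 20 µM, scaled per plate between control wells, above about 37%, limit read from the data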;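 further: 0% = DMSO with enzyme and substrate and 100% = substrate only without enzyme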
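Measure: Control-normalized % inhibition with plate pattern correction | Test system: STEP phosphatase, cell-free reaction | Medium: pH 6.0 Bis-Tris with DTT and Tween 20 | Technique: Fluorescence, 480/540 nm | Times: Reaction 20 min, ambient temperature | Doses: Single compound dose of 20 µM, 1% DMSO final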
NadD inh = NadD (S. aureus) enzyme inhibition. inhibition, % at 20 µM. purified NadD enzyme, colorimetric absorbance read-out. 360,000 tested, 0.78% active. AID 602399; in the data active means inhibition above about 26%; further: some compounds past the cut are filed as inactive
Scp-1 inhibitor = Scp-1 (human) phosphatase inhibition; 340,000 tested, 0.88% active; Recombinant Scp1, phosphopeptide, malachite green phosphate absorbance; inhibition, % at 20 µM; Q9GZU7;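 active means inhibition above about 50% at 20 µM, limit read from the data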;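 further: plate controls were DMSO wells with enzyme for no effect and wells lacking enzyme for full effect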
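Incubation: 45 min enzyme reaction at room temperature / System: truncated SCP-1 phosphatase (76-261aa) / Reagent: Phospho 17-mer peptide substrate / Buffer or medium: Acidic Tris acetate buffer with magnesium and detergent / Signal: absorbance at 630 nm / Doses: one concentration, 20 µM, with 1.0% DMSO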
Numbers without * were called inactive; i = inactive; . = not tested or not shown.

SMILES	Neddyl block	CendR NRP1 mod	SKN-1 block	LMPTP block	SUMO1-SIM PPI	TbMetRS inhib	DNMT1 block	STEP inh	NadD inh	Scp-1 inhibitor
CCCCn1c(=O)[nH]c(=O)c2c1nc(-c1ccccn1)n2CC	.	12	8	-1.1	2	0.1	-1	-1	1	-6
COc1ccc([C@H]2C=C3CN(C(=O)OC(C)(C)C)S(=O)(=O)[C@H]3C[C@H]2OC(=O)c2ccc(C(F)(F)F)cc2)cc1	i	-10	6	-3.6	4	0.4	5	-3	10	-14
O=c1cc(/C=C/c2c(F)cccc2Cl)[nH]c2ccccc12	.	3	10	32	-1	0.6	40	38	-1	5
Nc1nonc1C(=O)NCCNc1ccc([N+](=O)[O-])cn1	i	6	-2	-3.4	-21	-1.0	-2	-1	-9	-7
COc1ccc(N(CC(=O)Nc2ccccc2SC)S(C)(=O)=O)cc1OC	i	-13	0	-2.5	-2	-0.3	2	-6	12	-11
CC(C)(C)c1ccc(C(=O)Nc2ccc(CN3CCS(=O)(=O)CC3)cc2)cc1	i	-1	1	-1.0	0	-0.6	-2	-5	4	-1
c1ccc2cc(C3OCC4(CCCC4)CO3)ccc2c1	i	-2	10	-0.7	0	-0.4	-1	3	0	.
O=C1NC(c2ccccc2)=NC1(NS(=O)(=O)c1ccc(Cl)cc1)C(F)(F)F (stereo not drawn)	i	-10	9	-0.6	5	-0.9	-1	-5	3	4
CCC(Sc1nc2ncccc2[nH]1)C(=O)NC1CCCC1 (stereo not drawn)	i	-9	-7	0.4	-2	0.4	-2	0	3	38
CCNC(=O)/C(=C\C=C\c1ccccc1)NC(=O)c1ccc(Br)o1	i	3	-4	-1.9	-9	-0.6	3	-1	-6	-5
COc1cccc(CN(C)C(=S)Nc2ccc(C)c(C)c2)c1	i	4	0	1.0	3	-1.1	2	-2	-10	-2
COc1cc2cnc(-c3ccccc3F)cc2cc1OC	i	4	4	0.8	-4	0.5	0	-2	-2	-4
CCCCCCCCCCS(=O)(=O)N/N=C/c1ccccc1OC	i	-6	-5	3.2	-3	-0.1	-8	0	7	-8
Cc1cc(C)cc(NC(=O)CSc2nnc(CNC(=O)c3ccco3)n2C)c1	i	1	-7	-0.2	1	-0.4	0	3	1	-2
CC(C)N(Cc1ccc(F)cc1)C(=O)c1cc2ccccc2oc1=O	i	10	7	-1.1	1	-0.9	1	-4	-5	.
CCOC(=O)NC(NC(=S)Nc1ccc(OC)cc1)C(Cl)(Cl)Cl (stereo not drawn)	i	-2	0	-0.2	1	-0.8	4	-2	4	38
Nc1ccc(C#Cc2ccc3sc4ccccc4c(=O)c3c2)cc1	i	9	24	2.7	1	-0.2	15	-1	15	3
COC(=O)c1ccccc1NC(=O)c1ccccc1SC	i	17	15	0.7	0	-0.3	-1	2	-2	-10
CCOc1cc2[nH]c(=O)n(CC3CCC(C(=O)NCCC(C)C)CC3)c(=O)c2cc1OCC (stereo not drawn)	i	-10	2	-5.9	-5	-0.4	28	-2	-6	-5
COc1cccc(N2C(=O)CC(N3CCc4ccccc43)C2=O)c1 (stereo not drawn)	i	-2	-8	0.7	-3	-1.5	-5	1	-6	-13
S=C(NCc1ccc(Cl)cc1)NCc1ccco1	i	-8	-11	1.3	2	-0.2	-7	0	-1	-5
CC1CN(C(=O)c2ccc(COc3ccccc3Br)o2)CC(C)O1 (stereo not drawn)	i	-4	0	0.4	1	0.1	0	-2	-1	-6
CC(O/N=C\c1ccccc1O)C(=O)Nc1ccccc1C(=O)N1CCOCC1 (stereo not drawn)	i	14	24	-2.6	0	0.1	11	-2	-3	-12
Fc1cccc(Nc2nc3ccccc3n3cnnc23)c1	i	-2	20	-0.1	2	-2.0	5	6	-2	0

8 entries already listed, sorted by count of non-hydrogen atoms, highest first:
SMILES	Neddyl block	CendR NRP1 mod	SKN-1 block	LMPTP block	SUMO1-SIM PPI	TbMetRS inhib	DNMT1 block	STEP inh	NadD inh	Scp-1 inhibitor
CCOc1cc2[nH]c(=O)n(CC3CCC(C(=O)NCCC(C)C)CC3)c(=O)c2cc1OCC (stereo not drawn)	i	-10	2	-5.9	-5	-0.4	28	-2	-6	-5
CC(O/N=C\c1ccccc1O)C(=O)Nc1ccccc1C(=O)N1CCOCC1 (stereo not drawn)	i	14	24	-2.6	0	0.1	11	-2	-3	-12
Cc1cc(C)cc(NC(=O)CSc2nnc(CNC(=O)c3ccco3)n2C)c1	i	1	-7	-0.2	1	-0.4	0	3	1	-2
CC(C)N(Cc1ccc(F)cc1)C(=O)c1cc2ccccc2oc1=O	i	10	7	-1.1	1	-0.9	1	-4	-5	.
CCCCCCCCCCS(=O)(=O)N/N=C/c1ccccc1OC	i	-6	-5	3.2	-3	-0.1	-8	0	7	-8
CCOC(=O)NC(NC(=S)Nc1ccc(OC)cc1)C(Cl)(Cl)Cl (stereo not drawn)	i	-2	0	-0.2	1	-0.8	4	-2	4	38
COC(=O)c1ccccc1NC(=O)c1ccccc1SC	i	17	15	0.7	0	-0.3	-1	2	-2	-10
S=C(NCc1ccc(Cl)cc1)NCc1ccco1	i	-8	-11	1.3	2	-0.2	-7	0	-1	-5

Next compounds
SMILES	Neddyl block	CendR NRP1 mod	SKN-1 block	LMPTP block	SUMO1-SIM PPI	TbMetRS inhib	DNMT1 block	STEP inh	NadD inh	Scp-1 inhibitor
Cc1cc(NC(=O)CCC(=O)N(Cc2ccco2)C(C(=O)NC2CCCCC2)c2cccs2)no1 (stereo not drawn)	i	-4	-3	-1.5	3	-0.2	-3	11	-5	-5
c1cc2c3c(cccc3c1)C(N1CCOCC1)=N2	i	13	3	5.1	-16	-0.6	-5	0	-6	0
COc1ccc(NC(=O)C2CCCN2S(=O)(=O)c2ccc(F)cc2)cc1 (stereo not drawn)	i	-8	-5	-0.8	-6	-0.6	-1	-2	1	2
COc1ccc(S(=O)(=O)N2CCOCC2)cc1NC(=O)CSc1ccccc1	i	-3	14	0.6	4	0.1	1	1	-3	-10
COc1ccc(CN2CCNC(=O)C2CC(=O)N2CCc3ccccc3C2)c(OC)c1 (stereo not drawn)	i	-5	-4	-0.6	1	0.0	-4	0	7	-2
CCc1ccc(NC(=O)C(C)OC(=O)/C=C/c2cccc([N+](=O)[O-])c2)cc1 (stereo not drawn)	i	21	-18	-1.1	8	-1.5	9	0	0	0
Cc1sc(NC(=O)COc2ccccc2)c(C#N)c1-c1ccccc1	i	-14	-6	0.7	-2	0.4	0	-2	-6	-8
O=C(CN(Cc1ccccc1)S(=O)(=O)c1ccccc1)N/N=C/c1ccccc1C(=O)O	i	18	-3	-2.5	4	-1.1	-1	1	-5	3
O=C1NN=C(c2ccc(Cl)cc2)CC1c1cccc(Cl)c1 (stereo not drawn)	i	0	12	2.7	-3	-0.8	-6	4	-1	-10
COc1ccc(CC(=O)NC(=S)NNC(=O)COc2c(C)cccc2C)cc1	i	-4	9	-1.5	5	0.3	-4	-1	18	-5
CCOC(=O)N1CCC(NC(=O)Cn2cc3c(n2)CCC(C)C3)CC1 (stereo not drawn)	i	-2	-9	-1.1	0	-0.5	1	3	3	1
O=C(CSc1nnc(Nc2ccccc2)s1)NC1CCS(=O)(=O)C1 (stereo not drawn)	i	-6	12	-0.8	-3	9.4*	0	2	0	2
CN(C(=O)c1cccc(NC(=O)Cc2ccc(NC(=O)C3CCN(C(=O)C4CCCC4)CC3)cc2)c1)C1CCC1	i	-8	-26	-1.0	3	0.3	-5	1	3	12
O=C(CSc1ccsc1[N+](=O)[O-])NCc1ccco1	i	-3	-5	3.6	-10	-0.4	29	5	2	57*
CCN1c2ccccc2N(C)C1(C)c1ccccc1 (stereo not drawn)	i	-26	35	-1.6	-16	0.1	0	2	-1	4
COC(=O)c1cccc(C23CC4(C2)[C@H](CN(C)[C@@H]4c2ccccc2)C3c2ccccc2)c1 (stereo partly drawn)	i	17	10	3.3	1	-0.4	-1	4	1	6
CCOC(=O)C[C@H]1c2ccccc2S(=O)(=O)N1c1ccccc1	i	18	19	0.3	3	0.0	-1	10	-2	-2
COc1ccc(-n2c(C)cc(C(=O)COC(=O)c3cc(NC(=O)c4cccs4)c(OC)c(OC)c3)c2C)cc1	i	9	11	3.2	-6	-0.1	-7	2	12	-11
CNC(=O)C(=O)N/N=C/c1ccc(Br)cc1	i	-18	3	0.2	-6	-0.3	-3	2	7	-6
COc1ccc(-c2nnc(NC(=O)CSc3ccc(C)cc3)s2)cc1OC	i	-25	0	-0.8	1	-0.7	30	2	-3	-3
Cc1cc(C)c2c(=O)n(CC(=O)Nc3cccc(Cl)c3C)sc2n1	i	-11	1	-4.4	-1	-0.3	1	-1	1	2
CC(=O)c1c(O)cc2c3c1OC(C)(C)C1CCC(C)(CC31)O2 (stereo not drawn)	i	-2	5	0.8	-1	0.1	3	1	-9	.
Cc1cc(C)c2cc(C(c3nnnn3CC3CCCO3)N3CCN4CCCC4C3)c(=O)[nH]c2c1 (stereo not drawn)	i	-19	10	-1.0	-7	-0.5	-3	0	-5	-10
COC(=O)c1cc(S(=O)(=O)NCc2cc(OC)c(OC)c(OC)c2)cn1C	i	12	12	-0.3	3	-0.1	1	1	1	-5
O=C(NCc1n[nH]c(=S)n1-c1ccccc1)c1ccc(S(=O)(=O)N2CCCCC2)cc1	i	4	7	-1.2	0	-0.2	1	4	2	-1

Nothing new here: two of the compounds above.
SMILES	Neddyl block	CendR NRP1 mod	SKN-1 block	LMPTP block	SUMO1-SIM PPI	TbMetRS inhib	DNMT1 block	STEP inh	NadD inh	Scp-1 inhibitor
COC(=O)c1cc(S(=O)(=O)NCc2cc(OC)c(OC)c(OC)c2)cn1C	i	12	12	-0.3	3	-0.1	1	1	1	-5
O=C(NCc1n[nH]c(=S)n1-c1ccccc1)c1ccc(S(=O)(=O)N2CCCCC2)cc1	i	4	7	-1.2	0	-0.2	1	4	2	-1

Compound activity (PubChem BioAssay)
